Coupling enz: coupling enzyme interference in Giardia aldolase counter-screen. coupling enzyme system counterscreen, AmpLite Red fluorescence. activity change, negative = inhibition, % at 58.2 µM, hits read low. 290,000 compounds, 0.67% hits. AID 2472; in the data active = activity change below about -30%; also: % is scaled to controls: 0 for no effect and ±100 for the full control effect
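Counterscreen of the coupled detection system alone, without aldolase: glyceraldehyde-3-phosphate coupling enzymes plus AmpLite Red readout. Compounds at 57.5 uM final, 10 min RT preincubation, 20 min RT reaction, fluorescence 525/598 nm.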
Menin-MLL TR inh: menin-MLL binding inhibition, Texas Red mutant peptide | Menin + Texas Red MLL mutant peptide, fluorescence polarization | O00255 | AID 1768 | Potency, µM (doses to about 61.6 µM), inactives show at the highest dose FP activity change, negative = inhibition, hits mostly inhibitors | 270,000 compounds, 0.23% hits; active = well fitted inhibition curve with a large enough effect in the polarisation, with a control signal flat, not every such curve was filed as active; inconclusive = small, poorly fitted or top-dose-only effect, or effect the other way, or a change in a side signal; inactive = no such curve, though single readings can be large or run the other way; the % refers to the polarisation; also: potency is read from the fitted curve at half-maximal effect; % of control where 0% means no effect; many of its hits are not listed in these tables
Target sequence (O00255 whole entry, looked up): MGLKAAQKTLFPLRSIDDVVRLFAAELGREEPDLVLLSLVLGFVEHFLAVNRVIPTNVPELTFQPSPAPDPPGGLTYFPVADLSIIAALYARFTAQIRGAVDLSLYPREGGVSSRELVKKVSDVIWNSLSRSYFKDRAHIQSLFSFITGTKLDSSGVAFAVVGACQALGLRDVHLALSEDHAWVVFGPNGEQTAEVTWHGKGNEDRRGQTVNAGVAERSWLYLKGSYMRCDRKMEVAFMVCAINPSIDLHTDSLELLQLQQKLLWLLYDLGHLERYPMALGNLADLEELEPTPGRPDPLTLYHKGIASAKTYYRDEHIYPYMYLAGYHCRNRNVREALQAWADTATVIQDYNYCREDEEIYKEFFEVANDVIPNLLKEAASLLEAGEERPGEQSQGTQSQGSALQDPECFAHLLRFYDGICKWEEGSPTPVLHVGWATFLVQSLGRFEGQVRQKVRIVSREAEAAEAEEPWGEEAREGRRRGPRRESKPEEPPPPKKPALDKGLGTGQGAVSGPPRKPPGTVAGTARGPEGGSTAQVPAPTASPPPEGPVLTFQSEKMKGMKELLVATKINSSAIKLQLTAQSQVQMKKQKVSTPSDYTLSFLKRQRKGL
Integrin act MD: activators of alpha7 integrin expression for muscular dystrophy; 350,000 compounds, 0.064% hits; Potency, µM (doses to about 38.3 µM), for the others: at the top dose activation, most hits filed as activators; alpha7betagal myoblasts, beta-gal FDG fluorescence, 48 h;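 also: potency is read from the fitted curve at half-maximal effect; 100% = response of the positive control SU9516; nearly all actives have a fitted effect of over 60% in size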
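Alpha7betagal+/- myoblasts (passage 13) were plated 16-24 hr, then exposed to compounds (1:260 dilution of DMSO stock) for 48 hours at 37C. After MPER lysis, β-galactosidase reporter activity was read as FDG fluorescence (ex 480/em 540) after 30 minutes.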
GALK inhibitor: inhibitors of human galactokinase. AID 1868. Purified GALK, Kinase-Glo residual ATP luminescence. 270,000 compounds, 0.007% hits. Potency, µM (titrated, usually from 57.5 µM), for the others: top-dose activity change, negative = inhibition, most hits filed as inhibitors. P51570; also: potency is read from the fitted curve at half-maximal effect; % is scaled to controls: 0 for no effect and ±100 for the full control effect
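Galactose (100 uM) and ATP (35 uM) were turned over by 5 nM GALK for 1 h at RT. Kinase-Glo Plus then converted the remaining ATP into a luminescent signal.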
TSG101-PTAP inh: blocks PTAP/TSG101 interaction to inhibit HIV-1 budding; Q99816; Fluorescence polarization, FITC-PTAP peptide / Tsg101 binding; Potency, µM (titrated, usually from 115 µM), without a hit: at the highest dose activity change, negative = inhibition, actives largely listed as inhibitors; 340,000 tested, under 10 active; active = well fitted inhibition curve with a large enough effect in the main read-out, with a control signal flat, not every such curve was filed as active; inconclusive = small, poorly fitted or top-dose-only effect, or effect the other way, or a change in a side signal; inactive = no such curve, though single readings can be large or run the other way; also: potency is read from the fitted curve at half-maximal effect; % of control where 0% means no effect
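Fluorescence polarization binding of Tsg101 binding domain (10 uM final) to FITC-labeled PTAP peptide (50 nM final) in HEPES pH 7.5 buffer with NaCl, Tween 20, EDTA, TCEP. Compounds added before peptide; binding 20 min at RT.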
ASM inhibitor: human S-ASM enzyme inhibition. 340,000 compounds, 0.006% hits. P17405. placental ASM, HMU-PC fluorogenic substrate, 60 min. Potency, µM (highest dose often 57.5 µM), without a hit: top-dose activity change, negative = inhibition, most hits filed as inhibitors; also: potency is read from the fitted curve at half-maximal effect
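Steps: dispense placental human ASM, pin compound, wait 10 min at room temperature, add HMU-PC0 substrate at 9 uM final, incubate 60 min at 37 °C, add stop solution raising pH to 10, read fluorescence.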
Chronic BCR inh: chronic active BCR signaling inhibition; ABC-DLBCL IkBa-CBG/CBR reporter, luminescence ratio, 4 h; Potency, µM (titrated, usually from 46.1 µM), inactives show at the top dose ratio change, negative = lower green/red ratio, usual class: inhibitors; 340,000 compounds, 0.05% hits; AID 493014; active = well fitted inhibition curve with a large enough effect in the signal ratio, with a control signal flat, not every such curve was filed as active; inconclusive = small, poorly fitted or top-dose-only effect, or effect the other way, or a change in a side signal; the % refers to the signal ratio;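 also: potency is read from the fitted curve at half-maximal effect; plate controls were basal doxycycline-induced cells for no effect and cells given 10 µM MG132 for full effect; MG132 reads +100%, hits lower the ratio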
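Compounds up to 46 uM were incubated four hours with TMD8 cells whose green CBG68 luciferase is fused to IkappaBalpha; red CBR luminescence normalised the signal, and concentration-effect curves were fitted to fusion, red and ratio data.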
PKM2 act: PKM2 (human) enzyme activation; P14618; purified PKM2, Kinase-Glo ATP luminescence, activation; response scale: 0% is enzyme alone, no compound; Potency, µM (highest dose often 57.5 µM), inactives show top-dose activation, most hits filed as activators; 260,000 compounds, 0.34% hits; AID 1631; also: potency is read from the fitted curve at half-maximal effect; % is scaled to controls: 0 for no effect and ±100 for the full control effect; nearly all actives have a fitted effect of over 55% in size
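Purified hPK-M2 (>95%) run at intermediate activity with 0.1 mM ADP and 0.5 mM PEP in 50 mM imidazole pH 7.2, KCl, MgCl2; 1 h room temperature. ATP formed read by Kinase-Glo luminescence; normalized to uninhibited and no-enzyme controls.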
Tb PFK block: inhibitors of T. brucei phosphofructokinase; T. brucei PFK, ADP-Glo luminescence; Potency, µM (highest dose often 57.5 µM), without a hit: at the highest dose activity, negative = inhibition, hits mostly inhibitors; AID 485367; 330,000 compounds, 0.17% hits;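 also: potency is read from the fitted curve at half-maximal effect; 0% = uninhibited 1x PFK enzyme wells and -100% = no-enzyme wells; nearly all actives have a fitted effect of over 60% in size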
Target sequence (O15648 whole entry, looked up): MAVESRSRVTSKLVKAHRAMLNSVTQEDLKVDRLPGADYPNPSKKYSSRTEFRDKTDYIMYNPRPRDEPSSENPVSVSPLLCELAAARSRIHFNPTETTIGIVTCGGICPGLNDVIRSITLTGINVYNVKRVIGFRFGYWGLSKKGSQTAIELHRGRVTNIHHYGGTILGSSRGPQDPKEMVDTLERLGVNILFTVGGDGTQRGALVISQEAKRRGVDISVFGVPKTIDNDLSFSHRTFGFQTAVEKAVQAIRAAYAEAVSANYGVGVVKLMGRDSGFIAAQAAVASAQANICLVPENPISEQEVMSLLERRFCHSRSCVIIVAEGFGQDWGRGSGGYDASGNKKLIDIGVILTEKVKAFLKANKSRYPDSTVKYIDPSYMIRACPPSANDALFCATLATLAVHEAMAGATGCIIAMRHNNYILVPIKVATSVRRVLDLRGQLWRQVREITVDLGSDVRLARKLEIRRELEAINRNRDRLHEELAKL
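Luminescent ADP detection (ADP-Glo, two-step: ATP depletion then ADP-to-ATP conversion for luciferase) reported PFK activity after 45 min room-temperature reaction of 1.25 nM enzyme with 0.5 mM F6P and 0.1 mM ATP at pH 8.0.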
Giardia killer: Giardia lamblia killing | activity change, % at 7.66 µM, hits read low | 340,000 compounds, 0.15% hits | Giardia lamblia trophozoite viability; in the data active = activity change below about -80%; inconclusive = between about -30% and that limit;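 also: parasites exposed to compound for two days anaerobically before the ATP read; % is scaled to controls: 0 for no effect and ±100 for the full control effect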
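Killing of trophozoites was scored by loss of ATP luminescence after a 48 hrs anaerobic exposure to compounds at 37 deg C, using 100 cells per well.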
B2AR arrestin: recruits beta-arrestin to the human beta2-adrenergic receptor. Potency, µM (doses to about 46.1 µM), inactives show top-dose activation, most hits filed as activators. P07550. beta-arrestin recruitment to beta2AR, cell-based reporter. 330,000 compounds, 0.02% hits. AID 492947;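 also: potency is read from the fitted curve at half-maximal effect; 0% = DMSO controls and full agonism = EC100 isoproterenol or metaproterenol; nearly all actives have a fitted effect of over 65% in size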
* marks the source's active call; other numbers are inactive results; [ ] = remark or other dose. Unless noted, calls follow the shape of the dose curve; as a rule, active = well fitted curve in the direction sought with a large enough effect; inconclusive = small, poorly fitted or top-dose-only effect, or another doubt; inactive = no such curve, though single readings can be large; an effect the other way counts as inactive or inconclusive.

Results for CCOc1ccc(Oc2ccc(-c3nnc(-c4ccccc4)o3)cc2[N+](=O)[O-])cc1 ?
Coupling enz: -1; Menin-MLL TR inh: 4%; Integrin act MD: -6%; TSG101-PTAP inh: -2%; ASM inhibitor: -1%; Chronic BCR inh: inconclusive; PKM2 act: 0%; Tb PFK block: 0%; Giardia killer: 6; B2AR arrestin: -0.1%

How did CCOc1cc(/C=C(\C#N)c2[nH]nc(N)c2C#N)ccc1O do in these assays?
Coupling enz: -8; Menin-MLL TR inh: inconclusive; Integrin act MD: -12%; GALK inhibitor: 0%; TSG101-PTAP inh: 0%; ASM inhibitor: -3%; Chronic BCR inh: inconclusive; PKM2 act: 3%; Tb PFK block: 1%; Giardia killer: 3; B2AR arrestin: -0.3%

What do the screens show for `Cc1c(Cl)cccc1Nc1nc(N)nc(CSc2ncccn2)n1`?
Coupling enz: 1; Menin-MLL TR inh: -1%; Integrin act MD: 19%; GALK inhibitor: 3%; TSG101-PTAP inh: -1%; ASM inhibitor: 3%; Chronic BCR inh: 10%; PKM2 act: 6%; Tb PFK block: -4%; Giardia killer: 1; B2AR arrestin: -0.1%

What do the screens show for `Cc1ccc2oc(-c3ccco3)cc(=O)c2c1`?
Coupling enz: 2; Menin-MLL TR inh: 14%; Integrin act MD: -3%; GALK inhibitor: -2%; TSG101-PTAP inh: 2%; ASM inhibitor: -1%; Chronic BCR inh: 0%; PKM2 act: 4%; Tb PFK block: 6%; Giardia killer: -24; B2AR arrestin: -0.3%

Results for CC1CCN(S(=O)(=O)c2ccc(NC(=O)CN3C(=O)NC(C)(c4ccccc4)C3=O)cc2)CC1 (centres undefined) ?
Integrin act MD: 0%; TSG101-PTAP inh: -4%; ASM inhibitor: -9%; Chronic BCR inh: 3%; Tb PFK block: 0%; Giardia killer: -12; B2AR arrestin: -1.0%

What do the screens show for `O=C(c1ccco1)N1CCN(Cc2ccccc2F)CC1`?
Coupling enz: 2; Menin-MLL TR inh: -5%; Integrin act MD: 17%; GALK inhibitor: -9%; TSG101-PTAP inh: -3%; ASM inhibitor: 0%; Chronic BCR inh: 5%; PKM2 act: 3%; Tb PFK block: -2%; Giardia killer: 22; B2AR arrestin: -0.7%

What do the screens show for `COc1ccc(NC(=O)Cn2cnc3ccccc3c2=O)cc1OC`?
Coupling enz: 3; Menin-MLL TR inh: -2%; Integrin act MD: inconclusive; GALK inhibitor: 4%; TSG101-PTAP inh: 0%; ASM inhibitor: 0%; Chronic BCR inh: 0%; PKM2 act: -4%; Tb PFK block: 4%; Giardia killer: -1; B2AR arrestin: -0.2%

Results for Cc1cc(C)c(-n2c(SCc3nc4ccccc4s3)n[nH]c2=O)c(C)c1 ?
Coupling enz: 0; Integrin act MD: 14%; TSG101-PTAP inh: 2%; ASM inhibitor: -5%; Chronic BCR inh: 3%; PKM2 act: 3%; Tb PFK block: 3%; Giardia killer: -17; B2AR arrestin: 0.3%

How did Cc1oc(-c2cccc(F)c2)nc1CN1CCCN(C(=O)c2ccco2)CC1 do in these assays?
Integrin act MD: -13%; GALK inhibitor: -3%; TSG101-PTAP inh: 0%; ASM inhibitor: 5%; Chronic BCR inh: 2%; Tb PFK block: 2%; Giardia killer: 0; B2AR arrestin: 0.1%

What do the screens show for `CC1CCCCN1CC(=O)Nc1ccc(Oc2ccccc2)cc1` (centres undefined)?
Coupling enz: -2; Menin-MLL TR inh: inconclusive; Integrin act MD: -8%; GALK inhibitor: -1%; TSG101-PTAP inh: -2%; ASM inhibitor: 2%; Chronic BCR inh: inconclusive; PKM2 act: 2%; Tb PFK block: -4%; Giardia killer: -3; B2AR arrestin: -0.3%

How did O=C(c1cc2cc(Cl)ccc2oc1=O)N1CCCCCCC1 do in these assays?
Coupling enz: -1; Menin-MLL TR inh: -7%; Integrin act MD: inconclusive; GALK inhibitor: -2%; TSG101-PTAP inh: -2%; ASM inhibitor: 0%; Chronic BCR inh: -4%; PKM2 act: 1%[11.5 µM]; Tb PFK block: 1%; Giardia killer: -9; B2AR arrestin: -0.3%

How did COc1ccc(S(=O)(=O)N(C)CC(=O)N2CCN(c3ccc(F)cc3)CC2)cc1OC do in these assays?
Coupling enz: 4; Menin-MLL TR inh: 3%; Integrin act MD: -1%; GALK inhibitor: -4%; TSG101-PTAP inh: -4%; ASM inhibitor: 0%; Chronic BCR inh: -2%; PKM2 act: -2%; Tb PFK block: -1%; Giardia killer: 3; B2AR arrestin: -0.3%

Results for CCCCCC(=O)N1CCCC(c2nc(-c3ccc(OC)cc3)no2)C1 (centres undefined) ?
Coupling enz: 3; Menin-MLL TR inh: -16%; Integrin act MD: -41%; GALK inhibitor: 1%; TSG101-PTAP inh: -7%; ASM inhibitor: -3%; Chronic BCR inh: -11%; PKM2 act: -2%; Tb PFK block: -3%; Giardia killer: -3; B2AR arrestin: 0.6%

What do the screens show for `CC(C)C(C(=O)Nc1ccc(S(=O)(=O)N2CCOCC2)cc1)N1C(=O)c2ccccc2C1=O` (centres undefined)?
Coupling enz: 0; Menin-MLL TR inh: 18%; Integrin act MD: inconclusive; GALK inhibitor: -2%; TSG101-PTAP inh: -5%; ASM inhibitor: -2%; Chronic BCR inh: -6%; PKM2 act: -13%; Tb PFK block: -3%; Giardia killer: -5; B2AR arrestin: 0.2%

How did COc1ccc(Cc2nnc(N/N=C/c3ccc(N(C)C)cc3)[nH]c2=O)cc1OC do in these assays?
Coupling enz: 1; Integrin act MD: 16%; GALK inhibitor: 0%; TSG101-PTAP inh: -1%; ASM inhibitor: 4%; Chronic BCR inh: -24%; PKM2 act: -3%; Tb PFK block: -9%; Giardia killer: 4; B2AR arrestin: -0.4%

Results for COc1ccc(/C=N/NC(=O)Cn2c(Cc3ccc(OC)c(OC)c3)nc3ccccc32)cc1OC ?
Coupling enz: 3; Menin-MLL TR inh: -10%; Integrin act MD: 6%; GALK inhibitor: 0%; TSG101-PTAP inh: -3%; ASM inhibitor: 1%; Chronic BCR inh: -17%; PKM2 act: 0%; Tb PFK block: 6%; Giardia killer: -15; B2AR arrestin: -0.2%

What do the screens show for `Fc1cccc(NC(=S)N2CCCC2)c1`?
Coupling enz: 0; Menin-MLL TR inh: 9%; Integrin act MD: 19%; TSG101-PTAP inh: -2%; ASM inhibitor: 5%; Chronic BCR inh: inconclusive; PKM2 act: 7%; Tb PFK block: -7%; Giardia killer: 33[activator]; B2AR arrestin: -1.5%

What do the screens show for `Cc1ccc(-c2noc(CN(C(=O)C(c3ccccc3)c3ccccc3)C(C)C)n2)cc1`?
Coupling enz: 1; Menin-MLL TR inh: 3%; Integrin act MD: -45%[inhibitor]; GALK inhibitor: -1%; TSG101-PTAP inh: -3%; ASM inhibitor: -24%; Chronic BCR inh: -3%; PKM2 act: 0%; Tb PFK block: 0%; Giardia killer: 6; B2AR arrestin: -0.7%

What do the screens show for `O=C(COC(=O)c1ccc2c(=O)n3c(nc2c1)CCC3)Nc1ccc(OC(F)F)cc1`?
Coupling enz: -1; Menin-MLL TR inh: -6%; Integrin act MD: 19%; GALK inhibitor: 8%; TSG101-PTAP inh: -1%; ASM inhibitor: 1%; Chronic BCR inh: -6%; PKM2 act: 1%; Tb PFK block: 0%; Giardia killer: -8; B2AR arrestin: -0.1%

How did COc1ccccc1C(=O)NCCC(=O)NCC(c1ccco1)N1CCCCC1 (centres undefined) do in these assays?
Integrin act MD: -2%; TSG101-PTAP inh: -1%; ASM inhibitor: 4%; Chronic BCR inh: 15%; Tb PFK block: 13%; Giardia killer: -21; B2AR arrestin: 0.1%

How did Cc1cc(/C=C(\C#N)C(=O)NCc2ccco2)c(C)n1C1CCCC1 do in these assays?
Coupling enz: 0; Menin-MLL TR inh: -9%; Integrin act MD: 11%; GALK inhibitor: 0%; TSG101-PTAP inh: 0%; ASM inhibitor: 1%; Chronic BCR inh: inconclusive; PKM2 act: -2%; Tb PFK block: 1%; Giardia killer: 0; B2AR arrestin: -0.8%

Results for CCn1c(SCC(=O)Nc2ccc(C)cc2)nc2nc3c(cc2c1=O)COC(C)(C)C3 ?
Coupling enz: -3; Integrin act MD: 12%; GALK inhibitor: 5%; TSG101-PTAP inh: -3%; ASM inhibitor: -2%; Chronic BCR inh: -2%; PKM2 act: 7%; Tb PFK block: -17%; Giardia killer: -24; B2AR arrestin: -0.5%

What do the screens show for `CC1=NN(C(C#N)c2c(C)nn(Cc3ccccc3)c2C)C(C)(C)C1` (centres undefined)?
Coupling enz: 2; Menin-MLL TR inh: -25%; Integrin act MD: -10%; GALK inhibitor: -2%; TSG101-PTAP inh: 1%; ASM inhibitor: 2%; Chronic BCR inh: -2%; PKM2 act: 5%; Tb PFK block: -1%; Giardia killer: 5; B2AR arrestin: 0.0%

How did CCc1ccccc1NC(=S)N(CCN(C)C)Cc1cccs1 do in these assays?
Coupling enz: 3; Menin-MLL TR inh: -6%; Integrin act MD: 18%; GALK inhibitor: -3%; TSG101-PTAP inh: -2%; ASM inhibitor: 3%; Chronic BCR inh: -5%; PKM2 act: -1%; Tb PFK block: -4%; Giardia killer: -6; B2AR arrestin: 0.2%

Screens: PubChem BioAssay, National Center for Advancing Translational Sciences (NCATS)

Only part of the results is shown. The share of hits here may be higher or lower than overall.
